Nrf2 block: blocks Nrf2 signaling | A549 ARE-Fluc reporter, luciferase luminescence, 18-24 h | Potency, µM (top dose mostly 46 µM), without a hit: top-dose activity change, negative = inhibition, usual class: inhibitors | actives 2.1% (n = 360,000) | AID 504444; also: potency is read from the fitted curve at half-maximal effect; % is scaled to controls: 0 for no effect and ±100 for the full control effect; nearly all actives have a fitted effect of over 60% in size
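Concentration-response testing used A549 ARE_Fluc cells at 5000 cells/well. Following an 18-24 h compound incubation, viability was read by fluorescence (Ex 405/Em 525) and luciferase output by luminescence.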
EPAC2 antag: blocks human EPAC2 exchange factor. Q8WZA2. EPAC2 GEF exchange of Rap1B-BODIPY-GDP, fluorescence. Potency, µM (titrated, usually from 114 µM), without a hit: at the top dose activity, negative = inhibition, actives largely listed as inhibitors. actives 0.18% (n = 360,000); also: potency is read from the fitted curve at half-maximal effect; % is scaled to controls: 0 for no effect and ±100 for the full control effect; nearly all actives have a fitted effect of over 45% in size; many of its hits are not listed in these tables
Target sequence (Q8WZA2 whole entry, looked up): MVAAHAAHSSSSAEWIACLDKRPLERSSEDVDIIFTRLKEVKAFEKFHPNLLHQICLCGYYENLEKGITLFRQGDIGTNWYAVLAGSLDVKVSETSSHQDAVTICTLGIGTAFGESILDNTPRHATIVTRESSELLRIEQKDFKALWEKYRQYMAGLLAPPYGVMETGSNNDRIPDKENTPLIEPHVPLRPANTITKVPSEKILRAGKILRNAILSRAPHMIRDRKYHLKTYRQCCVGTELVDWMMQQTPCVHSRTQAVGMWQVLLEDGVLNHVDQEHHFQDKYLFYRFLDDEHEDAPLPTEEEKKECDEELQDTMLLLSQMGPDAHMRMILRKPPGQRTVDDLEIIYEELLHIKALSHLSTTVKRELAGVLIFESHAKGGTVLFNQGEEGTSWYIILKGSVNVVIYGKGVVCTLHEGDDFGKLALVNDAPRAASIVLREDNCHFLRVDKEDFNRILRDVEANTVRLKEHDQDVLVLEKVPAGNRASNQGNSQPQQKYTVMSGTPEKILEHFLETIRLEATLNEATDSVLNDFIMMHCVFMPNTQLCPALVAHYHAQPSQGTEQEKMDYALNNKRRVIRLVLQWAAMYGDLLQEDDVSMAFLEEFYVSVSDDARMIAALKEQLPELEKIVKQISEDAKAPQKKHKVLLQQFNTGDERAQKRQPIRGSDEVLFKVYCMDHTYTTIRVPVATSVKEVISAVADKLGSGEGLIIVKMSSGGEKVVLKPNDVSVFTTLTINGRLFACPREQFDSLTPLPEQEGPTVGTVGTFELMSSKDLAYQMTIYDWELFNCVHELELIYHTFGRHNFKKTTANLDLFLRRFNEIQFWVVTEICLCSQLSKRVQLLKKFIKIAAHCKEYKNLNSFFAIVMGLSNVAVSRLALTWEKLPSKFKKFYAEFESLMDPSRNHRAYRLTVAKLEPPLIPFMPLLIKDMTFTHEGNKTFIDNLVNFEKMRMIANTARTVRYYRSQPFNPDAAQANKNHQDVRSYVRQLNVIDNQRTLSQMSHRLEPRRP
pAkt inh: Akt phosphorylation inhibition. Neuro2A IGF-stimulated pAkt S473 HTRF, 20 min; hits give low values. activity change, % for hits at 50 µM. AID 651550. actives 0.32% (n = 360,000); in the data active = activity change below about -80%; inconclusive = mostly about -51% to -80%; also: % is scaled to controls: 0 for no effect and ±100 for the full control effect
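Single-point screen (50 µM final compound) in Neuro2A cells stimulated 20 min with 6 nM IGF at 37 deg C. After lysis, Ser473-phosphorylated Akt read by HTRF (ex 330 nm, em 615/665 nm) as the 665/615 ratio.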
EPAC2 ag: activates human EPAC2 exchange factor | EPAC2 activation, biochemical qHTS; response scale: 100% = 6.5 mM cAMP response | AID 720711 | actives 0.079% (n = 360,000) | Potency, µM (titrated, usually from 154 µM), without a hit: at the highest dose activation, actives largely listed as activators; also: potency is read from the fitted curve at half-maximal effect; nearly all actives have a fitted effect of over 50% in size
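Each well held 100 nM EPAC2, 250 nM RAP1B-BODIPY-GDP and 50 uM GDP. Fluorescence, read at 5-min intervals to 30 min, was referenced to a 6.5 mM cAMP positive control.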
A549 viability: counter-screen for Nrf2 inhibitors: cytotoxicity in A549 cells; A549 ARE-Fluc cells, CellTiter-Fluor viability, 18-24 h; Potency, µM (series often up to 46 µM), without a hit: top-dose activity change, negative = cytotoxicity, hits mostly inhibitors; actives 0.16% (n = 390,000); also: potency is read from the fitted curve at half-maximal effect; % is scaled to controls: 0 for no effect and ±100 for the full control effect
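A549 ARE-Fluc cells in 5% FBS OPTI-MEM, 5000 cells/well, rested 2 h then exposed to compounds in concentration-response for 18-24 h at 37 °C. Viability by CellTiter-Fluor fluorescence (Ex 405/Em 525) after 30 min; luciferase luminescence (BugLite, 15 min, RT) read afterwards.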
TGFb inhibitor: blocks TGF-b signaling; actives 1.2% (n = 410,000); HepG2 CAGA-GFP TGF-b/SMAD3 reporter, GFP fluorescence, 18 h; TGF-beta stimulated, 500 pg/mL final; Potency, µM (highest dose often 46.1 µM), inactives show at the highest dose activity, negative = inhibition, actives largely listed as inhibitors; also: potency is read from the fitted curve at half-maximal effect; % is scaled to controls: 0 for no effect and ±100 for the full control effect; nearly all actives have a fitted effect of over 65% in size
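First, reporter cells (HEPG2 CAGA-GFP) rested 2 h at 37 degrees C. Next, compounds were pinned in and TGF-beta added to 500 pg/mL final. After 18 h, GFP was imaged per cell and summed per well.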
MmCpn inh: blocks the Methanococcus maripaludis chaperonin Mm-Cpn; actives 0.031% (n = 330,000); purified Mm-Cpn ATPase, ADP Transcreener TR-FRET; Potency, µM (titrated, usually from 76.9 µM), for the others: at the highest dose activity, negative = inhibition, hits mostly inhibitors; also: potency is read from the fitted curve at half-maximal effect; % is scaled to controls: 0 for no effect and ±100 for the full control effect; nearly all actives have a fitted effect of over 80% in size
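Inhibition of chaperonin ATP hydrolysis is measured as reduced ADP production, detected by competitive TR-FRET in which signal falls with ADP. Final enzyme 25 nM and ATP 10 uM, reacted 30 min at 37°C.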
Nrf2 activator: activators of Nrf2 (ARE) signaling; actives 0.31% (n = 410,000); Potency, µM (series often up to 46.1 µM), without a hit: at the top dose activation, usual class: activators; AID 624171; AREc32 ARE-luciferase reporter (MCF7-derived line), luminescence, 24 h; also: potency is read from the fitted curve at half-maximal effect; % of control where 0% means no effect; nearly all actives have a fitted effect of over 65% in size
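Reporter line AREc32 (ARE-Fluc), seeded overnight in OPTI-MEM with 5% FBS; compound pin-transferred, 24 hr at 37 deg C, 5% CO2; luminescent read-out.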
CCT chaperon mod: cytosolic chaperonin activity modulation; AID 651819; purified chaperonin ATPase assay, HTRF ADP detection, 30 min; actives 0.3% (n = 360,000); activity change, % (no concentration beside the values), hits read low; in the data active = activity change below about -30%; also: % is scaled to controls: 0 for no effect and ±100 for the full control effect
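Enzyme 40 or 20 nM (batch-dependent) in Tris pH 7.4/KCl/MgCl2/DTT; cpd 76 uM single point; ATP 10 uM; 30 min 37 °C; Transcreener ADP HTRF detection, 30 min RT; ratio 665/615.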
An asterisk follows results filed as active; i = inactive; u = inconclusive; x = no result given; & = joins results of further samples; [ ] = remark or other dose. Unless noted, calls follow the shape of the dose curve; as a rule, active = well fitted curve in the direction sought with a large enough effect; inconclusive = small, poorly fitted or top-dose-only effect, or another doubt; inactive = no such curve, though single readings can be large; an effect the other way counts as inactive or inconclusive.

Values run as follows: TGFb inhibitor | A549 viability | Nrf2 block | Nrf2 activator | pAkt inh | MmCpn inh | EPAC2 antag | CCT chaperon mod | EPAC2 ag
> Cc1ccc(C(=O)CC(C(=O)O)n2cnc([N+](=O)[O-])n2)cc1 (centres undefined)
→ 0% | -6% | 6% | 8.6%[9.22 µM] | i | 0% | -1% | -2.4 | 2%
> CC(=O)Nc1nc(C)c(Oc2ccccc2)c(=O)[nH]1
→ u | -1% | -13% | -0.5% | i | 2% | 5% | 0.4 | 1%
> Cn1c(=O)c2c(ncn2CC(=O)Nc2cc(S(=O)(=O)N3CCCCC3)ccc2O)n(C)c1=O
→ 12% | 1% | 8% | -0.5% | i | 2% | 3% | -0.7 | 7%
> Cc1ccc(C(=O)N2CCC3(CC2)Oc2ccc(Cl)cc2C(=O)C32CC(c3ccccc3)=NO2)s1 (centres undefined)
→ -12% | -1% | -4% | 4.0% | i | -2% | 4% | -0.1 | 7%
> CCCN1CCN(S(=O)(=O)c2ccc(-n3cnnn3)cc2)CC1
→ -6% | 2% | 8% | 0.0% | i | 1% | 0% | -1.0 | 0%
> CCOC(=O)N1CCN(CC(=O)Nc2c(C(=O)OC)[nH]c3ccc(Cl)cc23)CC1
→ u | -18% | u | 4.3% | i | -1% | 0% | 0.9 | 0%
> O=C(Nc1scc(-c2ccc(F)cc2)c1C(=O)O)c1ccco1
→ 18% | -17% | -24% | -0.2% | i | -2% | 20% | 0.2 | 7%
> COc1ccc(CCNC(=O)CN2C(=O)C(=O)N(C3CCCC3)C2=O)cc1OC
→ 11% | -4% | 2% | -0.2% | i | 0% | 14% | -0.2 | 1%
> O=C(/C=C/C(Cl)(Cl)Cl)Nc1ccc(Cl)cc1
→ u | -2% | 0% | u | i | x | -17% | -2.8 | 8%
> Cn1c(N)c(C(=O)COC(=O)C2CCN(S(=O)(=O)c3cccs3)CC2)c(=O)n(C)c1=O
→ -4% | -1% | 2% | -0.2% | i | -8% | 3% | -0.5 | 11%
> Cc1ccc(-c2cc(C(=O)NCC3(N(C)C)CCCCC3)c3ccccc3n2)o1
→ -12% | x | x | 3.4% | i | x | -6% | 0.2 | 9%
> CCCc1cc(=O)n2nc(N3CCC(C(=O)Nc4c(F)c(F)c(F)c(F)c4F)CC3)sc2n1
→ 19% | -2% | 5% | 0.0% | i | 2% | 1% | 1.5 | -6%
> CCOC(=O)/C(O)=C/c1ncc(C(F)(F)F)cc1Cl
→ 18% | -15% | x | 0.7% | i | 0% | 2% | -2.4 | 15%
> CCOc1ncccc1C(=O)OCC(=O)NCCc1ccccc1
→ 3% | 4% | 9% | 0.2% | i | -3% | 1% | 1.1 | 9%
> COCCn1c(C)cc(C2=NNC(=Nc3ccccc3F)SC2)c1C
→ 0% | -5% | u | -1.0% | i | -1% | -3% | 1.1 | -3%
> CC(C)OCCCNC(=O)c1ccc2c(c1)NC(=O)c1ccccc1S2
→ u | 0%&-19% | 21µM* | 2.8%&0.5% | i | 1% | 10% | 0.6 | 2%
> CN(CC(=O)Nc1ccc(F)cc1)C(=O)COC(=O)/C=C/c1ccc(OC(F)F)cc1
→ 0% | -5% | -9% | 4.7% | i | 1% | -6% | -3.3 | 1%
> C=CCn1c(-c2ccc(Cl)cc2)ccc(C#N)c1=O
→ -2% | 15% | 15% | -0.3% | i | -3% | 1% | 0.3 | -9%
> Cc1ccc(C#CC(C)(O)C(C)(C)C)cn1 (centres undefined)
→ 2% | 0% | -16% | -0.7% | i | 1% | 10% | 0.6 | 2%
> CCOC(=O)c1oc2cc(OC(C)=O)ccc2c(=O)c1-c1ccc(OC)c(OC)c1
→ 11% | -7% | u | -0.5% | i | 2% | 0% | -3.8 | 8%
> O=[N+]([O-])c1cccc(/C=N/NC2CCS(=O)(=O)C2)c1 (centres undefined)
→ -14% | 5% | -14% | u | i | 1% | -2% | 1.1 | 2%
> CC(C)(C)OC(=O)N1CCN(C(=O)c2[nH]cnc2C(=O)Nc2nccs2)CC1
→ 1% | 1% | 3% | 0.1% | i | 1% | 16% | -2.2 | 14%
> COc1ccc2[nH]c(-c3ccccc3)cc2c1
→ 10% | -21% | u | 5.5% | i | -14% | 0% | -6.0 | 13%
> COc1ccc(S(=O)(=O)Nc2ccc3cn[nH]c3c2)cc1C
→ -1% | -3% | u | 3.8% | i | 3% | u | -0.3 | 0%
> C=CCn1c(SCc2ccc(Br)cc2F)nc2cc(C(=O)O)ccc2c1=O
→ -8% | 0% | -7% | 3.4% | i | -4% | -29% | -0.7 | 3%
> CC(C)CCSc1nc(N2CCOCC2)c2c(c1C#N)CC(C)(C)OC2
→ -14% | u | u | -0.2% | i | 0% | 0% | -1.1 | -7%
> CCc1ccc(C(=O)C(C)OC(=O)C2COc3ccccc3O2)cc1 (centres undefined)
→ -28% | -6% | 1% | -0.6% | i | -5% | -3% | -0.2 | 2%
> CCCCNc1nc2ccccc2c2nc(-c3ccccc3)nn12
→ u | -3% | 10% | 10% | x | x | x | x | x
> O=C(c1cc(-c2ccc(Cl)cc2)on1)N1CCc2ccccc2C1
→ -13% | -4% | 26% | -0.3% | i | 0% | 0% | -0.5 | 9%
> N#CC1(NC(=O)COC(=O)CCN=C2NS(=O)(=O)c3ccccc32)CCCCC1
→ -22% | -12% | -3% | -0.5% | i | -1% | 7% | 4.6 | 6%
> CCN(CC)c1ccc(O)c(C=Nc2ccc(C)c(C)c2)c1
→ 14% | -1% | 16% | 0.0% | i | u | 3% | -1.2 | 10%
> N#CCSc1nc2ccccc2o1
→ 12% | 1% | -21% | 4.6% | i | 2% | 7% | 1.5 | -1%
> Cc1ccccc1S(=O)Cc1ccc(C(=O)N2CCN(C3CCCCC3)CC2)o1 (centres undefined)
→ 7% | x | x | -0.7% | i | x | -5% | 0.3 | 3%
> Cc1ccc(NCC(=O)N/N=C\C(Br)=C\c2ccccc2)cc1
→ u | -16% | 3% | u | i | 0% | 0% | 0.8 | 2%
> Cc1cccc(OCC(=O)Nc2nc3ccc([N+](=O)[O-])cc3s2)c1
→ -7% | -19% | u | 0.0% | i | -4% | 10% | 0.3 | 3%
> Cc1ccc(C2(CCN)CCOC(C(C)C)C2)cc1 (centres undefined)
→ -6% | -2% | 15% | 2.8% | i | -1% | 12% | -0.3 | 8%
> Cc1ccc(CNC(=O)C2(c3cccs3)CCOCC2)cc1
→ -10%&14% | -9%&6% | 3% | 0.1%&-0.5% | i | 1% | -6% | -0.9 | 28%
> C/C(Cl)=C/Cn1c(N2CCCC2)nc2c1c(=O)n(C)c(=O)n2C
→ 8% | -9% | -17% | 0.6% | i | 1% | 6% | 0.4 | 3%
> COc1cccc(N=Nc2ccc3ccccc3c2O)c1
→ 5% | -6% | u | u | i | 1% | -4% | 0.7 | -2%
> Cc1ccc(C)c(C2=NNC(=O)CC2)c1
→ -2% | 3% | -1% | -0.2% | i | x | 9% | 3.0 | 5%
> Cc1cccn2cc(COc3cccc([N+](=O)[O-])c3)nc12
→ -1% | 3% | 14% | 4.0% | i | -2% | -5% | 0.0 | 2%
> O=C(NS(=O)(=O)NC1CCCCC1)C1=C(N2CCCC2)COC1=O
→ u | -1% | -10% | -1.0% | i | -1% | 6% | -0.9 | -3%
> O=[N+]([O-])c1ccc(/C=C/c2ccc3cccc([N+](=O)[O-])c3n2)cc1
→ 8% | -5% | -14% | u | i | 0% | 17% | 1.8 | -4%
> CCOC(=O)c1[nH]c(CO)c(C(=O)OCC)c1C
→ 6% | 2% | 7% | 3.4% | i | 1% | 3% | -0.8 | 6%
> CCOC(=O)C(NS(=O)(=O)c1ccccc1)(C(F)(F)F)P(=O)(OC(C)C)OC(C)C (centres undefined)
→ -5% | 0% | -21% | -0.7% | i | 1% | 5% | -0.7 | -1%

Part of the list above with just pAkt inh, TGFb inhibitor and Nrf2 block.
Compound	pAkt inh	TGFb inhibitor	Nrf2 block
Cc1ccc(CNC(=O)C2(c3cccs3)CCOCC2)cc1	i	-10%&14%	3%
COc1cccc(N=Nc2ccc3ccccc3c2O)c1	i	5%	u
Cc1ccc(C2(CCN)CCOC(C(C)C)C2)cc1 (centres undefined)	i	-6%	15%
CCOC(=O)C(NS(=O)(=O)c1ccccc1)(C(F)(F)F)P(=O)(OC(C)C)OC(C)C (centres undefined)	i	-5%	-21%

Other results:
Values run as follows: TGFb inhibitor | A549 viability | Nrf2 block | Nrf2 activator | pAkt inh | MmCpn inh | EPAC2 antag | CCT chaperon mod | EPAC2 ag
> O=C1/C(=C/C=C/c2ccco2)SC(=S)N1c1ccc(O)cc1
→ -6% | -8% | 6% | 10µM* | i | 1% | 23% | -2.8 | 10%
> CC(C)(C)NC(=O)Cn1nnc(-c2ccc(S(C)(=O)=O)cc2)n1
→ -1% | -4% | -16% | -0.2% | i | 0% | -6% | 1.2 | 7%
> COc1ccccc1N(C)S(=O)(=O)c1ccc(Cl)c(C(=O)NCCCN2CCOCC2)c1
→ -3% | -13% | -15% | -0.3% | i | 0% | 12% | -1.8 | 7%
> CCCN(CC(=O)Nc1ccccc1C)C(=O)c1ccc(NC2CC2)c([N+](=O)[O-])c1
→ -5% | 0% | 4% | 0.0% | i | -1% | -3% | -3.2 | 2%
> COc1ccc(CCC(C)Nc2ccc(F)c(F)c2)cc1 (centres undefined)
→ -3% | 0% | 1% | -0.8% | i | 0% | -6% | 0.0 | 6%
> O=c1sc(N2CCN(c3ccc(F)cc3)CC2)nc2ccsc12
→ 21% | 0% | u | 5.0% | i | 2% | -7% | -2.6 | -6%
> CN(CCO)c1ccc2c(c1)OC[C@@H](Cc1ccccc1)NS2(=O)=O
→ x | x | x | -0.1% | i | x | 4% | 1.4 | 7%

Assay outcomes as filed in PubChem.

The list is partial (hit frequency here may not be typical).
